Compound activity as filed in PubChem.
mIDH1 inhibitor – qHTS for Inhibitors of mutant isocitrate dehydrogenase 1 (IDH1): qHTS; Isocitrate dehydrogenase [NADP] cytoplasmic (Homo sapiens), O75874; IDH1-R132H enzyme, NADPH consumption, diaphorase/resazurin fluorescence; Potency, µM (top dose mostly 76.6 µM), without a hit: at the highest dose activity change, negative = inhibition, actives largely listed as inhibitors; 390,000 tested, 0.093% active; AID 602179, 2012; further: potency means the concentration at half of the fitted maximal effect; on the % scale 0 is the no-effect control and ±100 the full control effect; nearly all actives have a fitted effect of over 65% in size
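IDH1-R132H (0.5 ug/mL) preincubated 30 min with compound, then NADPH (0.016 mM) and alpha-KG (2 mM) added; 80 min at RT, pH 7.5. Remaining NADPH coupled via diaphorase/resazurin to fluorescence (540/590 nm); concentration-response curves normalized to no-enzyme control.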
PI4K2A inh – qHTS for small molecular inhibitors of PI4K2A; activity change, negative = inhibition, % at 76.9 µM; AID 1346378, 2018; purified PI4K2A, ADP-Glo luminescence, 1 h; hits give low values; 420,000 tested, 0.13% active; Phosphatidylinositol 4-kinase type 2-alpha (Homo sapiens), Q9BTU6; in the data active means activity change below about -50%; inconclusive means mostly about -30% to -49%;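 further: -100% = wells without enzyme as full effect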
Target sequence (Q9BTU6 whole entry, looked up): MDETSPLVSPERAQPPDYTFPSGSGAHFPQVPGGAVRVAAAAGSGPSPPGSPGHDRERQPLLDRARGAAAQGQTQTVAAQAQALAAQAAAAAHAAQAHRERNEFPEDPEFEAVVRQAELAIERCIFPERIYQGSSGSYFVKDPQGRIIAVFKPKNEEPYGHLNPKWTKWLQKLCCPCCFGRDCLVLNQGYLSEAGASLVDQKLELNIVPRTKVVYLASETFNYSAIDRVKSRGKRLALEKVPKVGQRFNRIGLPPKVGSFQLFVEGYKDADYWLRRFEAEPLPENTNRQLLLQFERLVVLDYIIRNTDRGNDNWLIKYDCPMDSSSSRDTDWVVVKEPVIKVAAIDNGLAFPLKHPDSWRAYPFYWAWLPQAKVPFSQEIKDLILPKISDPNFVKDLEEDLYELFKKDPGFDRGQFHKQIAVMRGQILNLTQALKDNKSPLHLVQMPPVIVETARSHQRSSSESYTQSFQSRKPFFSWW
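Compounds are screened against recombinant PI4K2A using PI as substrate and ATP, the latter dispensed at 300 microM. Reactions run one hour at ambient temperature before ADP-Glo detection; full inhibition defined by wells lacking enzyme.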
Vif-APOBEC3F blk – qHTS for Inhibitors of Vif-A3F Interactions: qHTS | AID 602313, 2012 | HeLa A3F-eYFP + Vif (tagged APOBEC3F with the HIV-1 protein that degrades it), YFP fluorescence increase | Potency, µM (top dose mostly 46.1 µM), without a hit: at the top dose activity, negative = active | 390,000 tested, 0.2% active; further: potency means the concentration at half of the fitted maximal effect; % of control where 0% means no effect; nearly all actives have a fitted effect of over 65% in size
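Fluorescence increase (Ex 488/Em 500-530) after overnight compound treatment at 37 deg C flags inhibition of Vif-driven A3F-eYFP loss in stable HeLa A3F-eYFP/Vif cells seeded overnight beforehand.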
USP1-UAF1 inh – Inhibitors of USP1/UAF1: Primary Screen. 390,000 tested, 0.23% active. Potency, µM (series often up to 57.1 µM), inactives show at the top dose activity change, negative = inhibition, hits mostly inhibitors. Ubiquitin carboxyl-terminal hydrolase 1 (Homo sapiens), O94782. recombinant USP1/UAF1, Ub-Rhodamine cleavage fluorescence; further: potency means the concentration at half of the fitted maximal effect; on the % scale 0 is the no-effect control and ±100 the full control effect; nearly all actives have a fitted effect of over 60% in size; inactives centre near -12
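Step one: compound is pinned into 1nM USP1/UAF1 in HEPES pH 7.8 buffer with TCEP. Step two: 15 min room-temperature incubation. Step three: Ub-Rho (150nM final) starts cleavage, tracked by fluorescence over six one-minute reads.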
Glioma ERSR ind – qHTS for Inducers of the Endoplasmic Reticulum Stress Response (ERSR) in Human Glioma: qHTS | 420,000 tested, 0.02% active | Potency, µM, without a hit: top-dose activation, hits mostly activators | U87-MG GRP78 promoter luciferase reporter, 16 h | AID 602332, 2012; further: potency means the concentration at half of the fitted maximal effect; series mostly up to about 76 µM; % of control where 0% means no effect; nearly all actives have a fitted effect of over 35% in size
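Stably transfected U87-MG glioma cells carrying a GRP78-based luciferase sensor; 16 h compound incubation. Luminescence end-point read 10 min after Bright-Glo addition at room temperature.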
LDHA block – qHTS assay for inhibitors of human lactate dehydrogenase; activity change, % (values are at about 110 or 230 µM); purified LDHA, NADH/diaphorase-resazurin fluorescence; hits give low values; 480,000 tested, 0.15% active; in the data active means activity change below about -30%; inconclusive means mostly about -25% to -30%;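 further: plate controls were DMSO wells for no effect and wells without enzyme for full effect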
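Human LDH5 at 2 nM final in Tris HCl pH 7.4 with 0.06 mM NADH and 0.2 mM pyruvate, reacted 5 minutes at room temperature. Remaining NADH coupled via diaphorase/resazurin; resorufin fluorescence read at 0 and 20 minutes, normalized to enzyme-free and DMSO wells.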
RXFP1 agonist – qHTS Assay for Agonists of the Relaxin Receptor RXFP1. HEK293T-RXFP1 cAMP TR-FRET, 30 min; response scale: percent of porcine relaxin response, buffer zero. 370,000 tested, 0.3% active. Potency, µM (top dose mostly 57.5 µM), inactives show at the highest dose activation, most hits filed as activators; further: potency means the concentration at half of the fitted maximal effect; on the % scale 0 is the no-effect control and ±100 the full control effect; nearly all actives have a fitted effect of over 60% in size; many of its hits are not listed in these tables
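Agonist response is measured as cAMP accumulation in an RXFP1-transfected HEK293T line under PDE4 inhibition. Values are scaled between buffer-only and 29 nM porcine relaxin, and EC50s come from standard Hill equation fits.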
TrxR1 substrate – qHTS Assay for Substrates of Mammalian Selenoprotein Thioredoxin Reductase 1 (TrxR1): qHTS. Thioredoxin reductase 1, cytoplasmic (Rattus norvegicus), O89049. purified TrxR1 substrate turnover, NADPH consumption readout. Potency, µM (doses to about 114 µM), without a hit: at the highest dose activity change, negative = substrate turnover. 390,000 tested, 0.01% active. AID 588456, 2011; further: potency means the concentration at half of the fitted maximal effect; on the % scale 0 is the no-effect control and ±100 the full control effect; nearly all actives have a fitted effect of over 50% in size
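Rat TrxR1, dispensed at 90 nM, was prereduced with 400 uM NADPH (final) for 5 min at ~22 deg C, then incubated with compound 15 min before 400 uM selenite. A first-read NADPH fluorescence drop versus no-compound background flagged substrates.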
Vif-A3G inh – qHTS for Inhibitors of Vif-A3G Interactions: qHTS; AID 602310, 2012; 410,000 tested, 0.076% active; DNA dC->dU-editing enzyme APOBEC-3G (Homo sapiens), Q9HC16; HeLa A3G-eYFP + Vif (tagged APOBEC3G with the HIV-1 protein that degrades it), YFP fluorescence, overnight; Potency, µM (series often up to 46.1 µM), inactives show at the highest dose activity, negative = active, actives largely listed as inhibitors;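 further: potency means the concentration at half of the fitted maximal effect; on the % scale 0 is the no-effect control and ±100 the full control effect; nearly all actives have a fitted effect of over 60% in size; hits raise eYFP signal because A3G escapes Vif-driven loss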
Target sequence (Q9HC16 whole entry, looked up): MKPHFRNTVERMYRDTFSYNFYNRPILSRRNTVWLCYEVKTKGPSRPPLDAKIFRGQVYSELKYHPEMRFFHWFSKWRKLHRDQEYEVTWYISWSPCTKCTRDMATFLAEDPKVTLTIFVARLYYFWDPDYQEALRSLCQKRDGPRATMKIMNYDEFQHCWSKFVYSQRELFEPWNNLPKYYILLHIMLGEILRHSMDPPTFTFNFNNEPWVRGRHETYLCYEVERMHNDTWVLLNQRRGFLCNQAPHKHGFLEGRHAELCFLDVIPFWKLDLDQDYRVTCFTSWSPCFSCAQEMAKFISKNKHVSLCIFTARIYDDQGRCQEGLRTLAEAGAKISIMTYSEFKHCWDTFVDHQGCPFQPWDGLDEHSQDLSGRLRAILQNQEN
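HeLa cells stably expressing Vif and C-terminally eYFP-tagged A3G, seeded overnight at 37 deg C, then exposed to compound by pintool overnight at 37 deg C. Rise in yellow fluorescence (Ex 488/Em 500-530, Acumen) marks blocked Vif-driven A3G degradation.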
Starred values were filed as active, the others as inactive; ? = inconclusive; . = not tested or not shown; [ ] = dose if it differs, or a comment. Unless noted, the call rests on the fitted dose curve; in most records, active means well fitted curve in the direction sought with a large enough effect; inconclusive means small, poorly fitted or top-dose-only effect, or another doubt; inactive means no such curve, though single readings can be large; an effect the other way counts as inactive or inconclusive.

#	Molecule	mIDH1 inhibitor	PI4K2A inh	Vif-APOBEC3F blk	USP1-UAF1 inh	Glioma ERSR ind
1	COc1ccc(OC)c(S(=O)(=O)Nc2cc3c4c(c2)C(C)C(=O)N4CCC3)c1 (configuration not stated)	0%	-6	-2%	-7%	-6%
2	CCC(NC(=O)c1cccc(Cn2nc(C)c([N+](=O)[O-])c2C)c1)c1ccc(C(C)C)cc1 (configuration not stated)	0%	2	-12%	-17%	-3%
3	CSc1ccc(CCNC(=O)c2ccc3c(c2)nc2n3CCOC2)cc1	17%	2	-1%	-4%	0%
4	Cc1cc(NC(=O)CSc2nc3ccccc3[nH]2)no1	-10%	-5	-6%	-1%	-7%
5	CCOC(=O)/C(=C/c1ccc(OC(=O)c2ccccc2)cc1)C(C)=O	-14%	7	-1%	-16%	-2%
6	COc1ccc(-n2cnc3cc(C(=O)N4CCOCC4)ccc32)cc1	11%	-6	3%	-20%	9%
7	CC(C)NC(=O)N(C)C[C@H]1Oc2c(cccc2N(C)C)C(=O)N([C@H](C)CO)C[C@@H]1C	20%	-3	-2%	-23%	-1%
8	COC(=O)C1CCN(C(=O)COc2cc3sc(C)nc3c3sccc23)CC1	8%	-1	-10%	-11%	-4%
9	CCN(C(=O)Cn1c(=O)nc(-c2ccccc2)c2cc(Cl)ccc21)c1cccc(C)c1	1%	-5	1%	-19%	-4%
10	COc1ccccc1NC(=O)c1cc(C(=O)O)ccc1C(=O)O	2%	-3	-7%	-15%	-3%

#	LDHA block	RXFP1 agonist	TrxR1 substrate	Vif-A3G inh
1	-4	-2.0%	-1%	-4%
2	6	0.8%	0%	0%
3	1	2.3%	6%[57.1 µM]	3%
4	-2	-0.2%	12%[57.1 µM]	0%
5	1	1.5%	0%	-14%
6	0	0.6%	8%	0%
7	1	.	9%	6%
8	3	1.1%	0%[57.1 µM]	-4%
9	3	-2.0%	4%[57.1 µM]	10%
10	1	-1.0%	13%[57.1 µM]	0%

Results in sequence from above:
Compounds 4 to 10 in Vif-A3G inh, in turn: 0%, -14%, 0%, 6%, -4%, 10%, 0%
Compounds 4 to 10 in LDHA block, in turn: -2, 1, 0, 1, 3, 3, 1
Compounds 4 to 10 in Vif-APOBEC3F blk, in turn: -6%, -1%, 3%, -2%, -10%, 1%, -7%

The listing continues.
#	Molecule	mIDH1 inhibitor	PI4K2A inh	Vif-APOBEC3F blk	USP1-UAF1 inh	Glioma ERSR ind
11	COC(=O)c1ccc(Cn2cc([N+](=O)[O-])cn2)cc1	1%	0	-15%	-19%	-4%
12	COc1ccc(CNC(=O)c2ccc3c(c2)N(Cc2ccccc2C)C(=O)c2ccccc2S3=O)cc1 (configuration not stated)	-5%	-3	4%	-8%	-3%
13	CCOc1ccc(-c2nc(CSCC(=O)NC3CCN(Cc4ccccc4)CC3)c(C)o2)cc1	-3%	-2	0%	-12%	-7%
14	Cc1ccc(S(=O)(=O)N2CC3CCC2C3)cc1 (configuration not stated)	6%	-15	-1%	-12%	1%
15	CC1=C(C(=O)OCc2ccccc2)C(c2ccc(Cl)cc2)NC(=O)N1CCCC(=O)O (configuration not stated)	13%	-5	7%	-19%	-1%
16	O=C(Nc1nc2cc3c(cc2s1)OCO3)c1ccco1	0%	-18	2%	?	-14%
17	c1ccc(-c2nnc3n2-c2ccccc2SC3)cc1	-4%	6	-10%	-6%	-1%
18	Cc1ccc2c(c1)c(=O)c(C(=O)c1ccccc1)cn2Cc1ccccc1F	-20%	1	0%	1%	0%
19	O=C(c1cccc(OC(F)F)c1)N1CCN(c2ncccn2)CC1	2%	8	0%	-2%	-3%
20	COc1cccc(CN2CCNC(=O)C2CC(=O)N(C)C2CCOCC2)c1 (configuration not stated)	-10%	-1	-11%	-13%	-3%

#	LDHA block	RXFP1 agonist	TrxR1 substrate	Vif-A3G inh
11	-2	5.3%	5%[11.4 µM]	1%
12	-5	2.0%	9%[57.1 µM]	-6%
13	1	.	.	-1%
14	-11	0.3%	6%	-6%
15	-1	0.5%	11%	-18%
16	2	-8.0%	13%	3%
17	-12	2.4%	12%[57.1 µM]	0%
18	-7	0.8%	3%	0%
19	-2	1.4%	12%	1%
20	4	0.1%	3%	0%

Sorted by molar mass (descending): part of the list above
#	Molecule	mIDH1 inhibitor	PI4K2A inh	Vif-APOBEC3F blk	USP1-UAF1 inh	Glioma ERSR ind
7	CC(C)NC(=O)N(C)C[C@H]1Oc2c(cccc2N(C)C)C(=O)N([C@H](C)CO)C[C@@H]1C	20%	-3	-2%	-23%	-1%
19	O=C(c1cccc(OC(F)F)c1)N1CCN(c2ncccn2)CC1	2%	8	0%	-2%	-3%
11	COC(=O)c1ccc(Cn2cc([N+](=O)[O-])cn2)cc1	1%	0	-15%	-19%	-4%

#	LDHA block	RXFP1 agonist	TrxR1 substrate	Vif-A3G inh
7	1	.	9%	6%
19	-2	1.4%	12%	1%
11	-2	5.3%	5%[11.4 µM]	1%

(list continues)
#	Molecule	mIDH1 inhibitor	PI4K2A inh	Vif-APOBEC3F blk	USP1-UAF1 inh	Glioma ERSR ind
21	O=C(CCS(=O)(=O)Cc1ccccc1F)N1CCc2ccccc2C1	4%	3	1%	?	-17%
22	CCOC(=O)c1ccccc1NC(=O)Cn1c(=O)n(-c2ccc(CC)cc2)c(=O)c2c(C)c(C(=O)N(C)C)sc21	-21%	0	1%	-15%	-3%
23	C=CCn1c(SCC(=O)NC2CCCCC2)nnc1-c1cccnc1	4%	-4	-29%	-1%	-6%
24	Cc1ccc(-n2c(C)cc(/C=N/NC(=O)c3ccncc3)c2C)cc1C	3%	9	-5%	?	0%
25	CC(c1nc2ccccc2c(=O)[nH]1)N1CCN(S(=O)(=O)c2ccc(F)c(Cl)c2)CC1 (configuration not stated)	0%	-2	-1%	-29%	-2%
26	COc1ccccc1C1CC(c2cccs2)=NN1C(=O)CCC(=O)O (configuration not stated)	-5%	-12	0%	-22%	-2%
27	O=S(=O)(Nc1cc(Br)cc2cccnc12)c1ccccc1	.	.	.	.	-10%
28	Cc1ccc(/C=C2/SC(=Nc3ccc(F)cc3)NC2=O)s1	8%	1	2%	-22%	-3%
29	COc1ccc(NC(=S)Nc2nc(CC(=O)Nc3ccccc3OC)cs2)cc1	7%	-1	-3%	-18%	-2%
30	S=C(NCc1ccccn1)Nc1ccccc1Cl	8%	-2	0%	-5%	4%

#	LDHA block	RXFP1 agonist	TrxR1 substrate	Vif-A3G inh
21	9	-1.6%	-1%	-10%
22	-3	1.2%	7%[57.1 µM]	-6%
23	-3	3.2%	-9%	1%
24	-3	-0.1%	-12%	-5%
25	-2	.	.	-1%
26	-2	1.2%	14%	-5%
27	1	.	8%[0.457 µM]	?
28	-12	2.3%	3%	1%
29	-10	-0.2%	0%	3%
30	-7	-2.5%	8%[57.1 µM]	-6%

Next section
#	Molecule	mIDH1 inhibitor	PI4K2A inh	Vif-APOBEC3F blk	USP1-UAF1 inh	Glioma ERSR ind
31	O=C(COc1ccccc1)N1CCN=C1SCc1cccc(F)c1	0%	-4	2%	-10%	-2%
32	Cc1cc(O)c(C(C)C)cc1NS(=O)(=O)c1ccccc1	-5%	-2	-3%	-7%	-1%
33	CCOC(=O)C/C(C)=N/NC(=O)CN(c1ccc(Br)cc1)S(=O)(=O)c1ccccc1	0%	-2	5%	-18%	0%
34	Cc1cccc(C)c1NC(=O)c1ccc2c(c1)N(Cc1cccc(Cl)c1)C(=O)c1ccccc1S2=O (configuration not stated)	10%	1	3%	-22%	-5%
35	CC(=O)N1CC(=O)N=C1SCC(=O)Nc1nc(C)c(-c2ccccc2)s1	-1%	-5	?	-9%	?
36	CCn1c(=S)sc2c(=O)[nH]c(C)nc21	0%	7	-9%	-21%	-6%
37	COc1ccc(CC(=O)NCc2nnc(SCC(=O)Nc3ccccc3)n2C)cc1	13%	-1	-14%	-21%	-5%
38	CCOc1ccc(CCNC(=O)COC(=O)c2c(C)nn(-c3ccccc3)c2C)cc1OCC	11%	4	-7%	-23%	-5%
39	COc1ccc(/C=C(/C#N)C(=O)Nc2ccc(O)cc2)cc1C(=O)O	1%	-9	-7%	-27%	-3%
40	COc1cc2sc(NC(=O)c3ccco3)nc2cc1Cl	4%	0	-14%	-13%	4%
41	CCNC(=O)C1(C)CCN(C(=O)c2ccc(OC)cc2OC)C1 (configuration not stated)	.	0	.	.	-2%

#	LDHA block	RXFP1 agonist	TrxR1 substrate	Vif-A3G inh
31	-2	1.3%	-6%	-3%
32	14	0.8%	-11%	-6%
33	-1	-1.2%	6%	-3%
34	1	0.4%	3%	0%
35	-2	-2.1%	-3%[57.1 µM]	?
36	0	2.1%	-10%	-3%
37	-2	3.0%	6%	-1%
38	-2	0.7%	-3%	-7%
39	0	0.5%	-17%	-12%
40	-7	13%	9%	-15%
41	-14	.	.	2%

This is a subset. The share of hits here may be higher or lower than overall.
